From PubChem
POLH inh: DNA polymerase eta (human) inhibition | AID 588591 | Q9Y253 | Potency, µM (doses to about 114 µM), inactives show at the highest dose activity change, negative = inhibition, usual class: inhibitors | 390,000 tested, 1.2% active | recombinant Pol eta, fluorescent DNA replication assay; also: % is scaled to controls: 0 for no effect and ±100 for the full control effect
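Fluorescent replication assay: 50 nM final substrate added after a 15 min room-temperature compound preincubation with 10 nM enzyme. Signal taken at 0 min and again at 10 min.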
JMJD2A Tudor: inhibitors of human JMJD2A Tudor domain | Potency, µM (series often up to 114 µM), without a hit: at the top dose activity change, negative = inhibition, hits mostly inhibitors | O75164 | 390,000 tested, 4.4% active | AID 504339 | AlphaScreen JMJD2A-Tudor / H3K4me3 peptide binding; also: % is scaled to controls: 0 for no effect and ±100 for the full control effect; nearly all actives have a fitted effect of over 50% in size
Target sequence (O75164 whole entry, looked up, the tested form may be a part): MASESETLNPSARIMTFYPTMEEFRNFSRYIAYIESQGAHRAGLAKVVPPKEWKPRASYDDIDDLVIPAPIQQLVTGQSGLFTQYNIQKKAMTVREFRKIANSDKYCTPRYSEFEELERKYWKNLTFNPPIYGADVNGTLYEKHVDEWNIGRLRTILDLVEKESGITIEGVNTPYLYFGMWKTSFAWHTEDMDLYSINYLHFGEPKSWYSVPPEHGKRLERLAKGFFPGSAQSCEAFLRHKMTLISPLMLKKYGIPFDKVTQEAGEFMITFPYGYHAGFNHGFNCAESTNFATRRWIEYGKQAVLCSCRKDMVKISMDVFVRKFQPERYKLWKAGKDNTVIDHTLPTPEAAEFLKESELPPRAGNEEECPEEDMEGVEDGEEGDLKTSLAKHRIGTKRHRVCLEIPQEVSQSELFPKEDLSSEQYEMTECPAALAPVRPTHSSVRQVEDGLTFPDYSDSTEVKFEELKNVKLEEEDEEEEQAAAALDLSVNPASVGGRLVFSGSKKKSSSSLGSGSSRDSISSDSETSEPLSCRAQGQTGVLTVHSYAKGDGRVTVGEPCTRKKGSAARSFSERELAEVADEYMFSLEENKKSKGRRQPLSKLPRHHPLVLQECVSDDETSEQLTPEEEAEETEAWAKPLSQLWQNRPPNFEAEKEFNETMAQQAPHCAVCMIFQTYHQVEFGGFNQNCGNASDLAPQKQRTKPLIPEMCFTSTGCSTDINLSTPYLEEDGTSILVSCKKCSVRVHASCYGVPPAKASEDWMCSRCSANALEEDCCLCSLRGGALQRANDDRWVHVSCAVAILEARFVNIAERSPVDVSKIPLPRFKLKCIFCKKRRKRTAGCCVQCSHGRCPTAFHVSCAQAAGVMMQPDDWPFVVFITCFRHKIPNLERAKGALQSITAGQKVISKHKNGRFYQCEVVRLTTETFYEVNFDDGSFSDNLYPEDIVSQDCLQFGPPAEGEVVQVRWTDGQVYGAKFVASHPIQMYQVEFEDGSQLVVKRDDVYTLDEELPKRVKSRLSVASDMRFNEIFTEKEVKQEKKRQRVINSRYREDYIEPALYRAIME
G9a inh: inhibitors of human histone lysine methyltransferase G9a. Potency, µM (top dose mostly 102 µM), for inactives: at the top dose activity, negative = inhibition, usual class: inhibitors. G9a H3K9 monomethylation, AlphaScreen, 2 h. Q96KQ7. 350,000 tested, 8.8% active; also: % is scaled to controls: 0 for no effect and ±100 for the full control effect; nearly all actives have a fitted effect of over 75% in size
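Quantitative HTS format: methyltransferase activity on a biotin-tagged H3K9 peptide is measured by AlphaScreen, using a rabbit anti-monomethyl-H3K9 antibody with streptavidin donor and anti-IgG acceptor beads. Final levels are 20 nM enzyme, 500 nM peptide, 20 uM SAM; 2 h RT.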
POLI inh: inhibitors of human DNA polymerase iota; Q9UNA4; Pol iota fluorescent replication assay, 10 min; Potency, µM (top dose mostly 115 µM), for the others: top-dose activity, negative = inhibition, actives largely listed as inhibitors; 390,000 tested, 1% active
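Fluorescent replication assay read twice, at 0 min and 10 min after adding 50 nM (final) substrate. Enzyme (10 nM) and compounds were first incubated 15 min at room temperature; enzyme-free buffer wells were negative controls.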
BLM helicase inh: Bloom syndrome helicase (human) inhibition. P54132. recombinant BLM DNA unwinding, fluorescence dequenching. Potency, µM (titrated, usually from 56.1 µM), without a hit: at the top dose activity change, negative = inhibition, hits mostly inhibitors. 350,000 tested, 0.2% active. AID 2528;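 also: plate controls were vehicle for no effect and no enzyme for full effect; nearly all actives have a fitted effect of over 35% in size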
BAZ2B block: blocks human BAZ2B; 360,000 tested, 4.4% active; Q9UIF8; AlphaScreen BAZ2B-H3K14Ac peptide displacement; Potency, µM (titrated, usually from 114 µM), for inactives: at the highest dose activity change, negative = inhibition, actives largely listed as inhibitors; also: % is scaled to controls: 0 for no effect and ±100 for the full control effect; nearly all actives have a fitted effect of over 60% in size
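BAZ2B (50 nM) with biotin-H3(5-23)K14Ac peptide (50 nM) in PBS pH 7.4, 0.01% Tween-20, preformed 30 min, then compound 30 min at room temperature; top concentration 110uM. AlphaScreen streptavidin donor/nickel chelate acceptor beads (10 ug/mL final), 20 min dark, signal read.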
APE1 inh: inhibitors of human APE1 endonuclease | AID 2517 | 350,000 tested, 0.35% active | recombinant APE1, TAMRA/BHQ-2 abasic DNA cleavage fluorescence | Potency, µM (titrated, usually from 65.8 µM), inactives show top-dose activity change, negative = inhibition, hits mostly inhibitors | P27695;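 also: plate controls were vehicle for no effect and reference inhibitor for full effect; nearly all actives have a fitted effect of over 55% in size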
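Enzyme (0.75 nM final) and test compound are incubated 15 min at room temperature before adding 50 nM quenched THF abasic-site duplex. Cleavage dequenches TAMRA, followed at 525/598 nm over three reads one minute apart.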
POLK inh: inhibitors of human DNA polymerase kappa | Q9UBT6 | purified Pol kappa, fluorescent DNA synthesis assay, 10 min | Potency, µM (doses to about 107 µM), for inactives: top-dose activity, negative = inhibition, actives largely listed as inhibitors | 400,000 tested, 0.53% active | AID 588579; also: % is scaled to controls: 0 for no effect and ±100 for the full control effect
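Enzyme at 10 nM met test compounds for 15 min at room temperature. Substrate addition (50 nM final) began the reaction, which was monitored by fluorescence at 0 and 10 min.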
POLB inh: blocks human DNA polymerase beta activity; AID 485314; Pol beta primer extension/strand displacement, fluorescence kinetic; Potency, µM (highest dose often 114 µM), for the others: at the top dose activity change, negative = inhibition, hits mostly inhibitors; 340,000 tested, 1.3% active; also: % is scaled to controls: 0 for no effect and ±100 for the full control effect
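Reaction started by 50 nM substrate onto compound-treated Pol beta (10 nM, 15 min preincubation, room temperature); plates read at 0 min and 10 min. Normalized concentration-effect data fitted by four-parameter Hill equation.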
* = called active by the depositor; ? = inconclusive; . = no result given; & = joins results of further samples; [ ] = another dose, or the depositor's remark. Calls follow the shape of the dose curve; as a rule, active = well fitted curve in the direction sought with a large enough effect; inconclusive = small, poorly fitted or top-dose-only effect, or another doubt; inactive = no such curve, though single readings can be large; an effect the other way counts as inactive or inconclusive. Potency is read from the fitted curve at half-maximal effect. Not all compounds are listed. The share of hits here may be higher or lower than overall.

SMILES	POLH inh	JMJD2A Tudor	G9a inh	POLI inh	BLM helicase inh	BAZ2B block	APE1 inh	POLK inh	POLB inh
CC(OC(=O)c1cc[n+]([O-])cc1)C(=O)Nc1ccc(Cl)cn1 (stereo not given)	-14%	-7%	?	5%	0%	13%	10%	3%	21%
NS(=O)(=O)c1ccc(CNc2ncnc3sccc23)cc1	-20%	-3%	?	48%[activator]	-1%	3%	56%[activator]	-7%	33%
Cc1ccc(C(=O)Nc2ccccc2N2CCCCC2)cc1	-7%	48%[activator]	-7%[0.501 µM]	48%[activator]	-7%	12%	-3%	-8%	9%
COc1ccccc1C(=O)N(Cc1nc(-c2ccc(Cl)cc2)no1)C(C)C	-24%	11%	11%	-1%	-9%	-5%	-2%	-25%	9%
CCOC(=O)c1c(Nc2ccccc2)nnc(-c2ccccc2)c1-c1ccccc1	-15%	-29%	-44%[59 µM]	4%	-13%	-30%	.	7%	2%
Cc1nn(CC(=O)NC2CCS(=O)(=O)C2)c(C)c1[N+](=O)[O-] (stereo not given)	-15%	0%	.	66%[activator]	.	.	13%	-2%	.
CCN1/C(=C2/SC(=S)N(NC(C)=O)C2=O)Sc2ccccc21	0%	-5%	.	-12%	0%	17%	-14%	-10%	?
Cc1ccc2c(CN3C(=O)NC4(CCCCC4)C3=O)cc(=O)oc2c1C	-14%	-18%	-25%[59 µM]	-6%	1%	-3%	1%	-7%	10%
COc1ccc(-c2[nH]ncc2CN2CCCOc3c(cccc3OC)C2)c(OC)c1	-15%	-15%	-4%	27%	-11%	-4%	-1%	6%	-12%
Cc1nc2sc(C(c3ccc(F)cc3)N3CCN(C(=O)c4ccco4)CC3)c(O)n2n1 (stereo not given)	-14%	-23%	20%[59 µM]	3%	2%	1%	1%	-12%	54%
COc1ccc(/C=C2/C(=O)N=C(N)N2C)cc1OC	1%	-10%	-35%[59 µM]	1%	-4%	0%	0%	-5%	-19%
CC(C)c1nnc(NC(=O)CCC(=O)NC2CCCCCC2)s1	-22%	-5%	23%	33%[activator]	0%	-13%	40%	1%	24%
Cc1c(NC(=O)C(C)Oc2cccc(Cl)c2)c(=O)n(-c2ccccc2)n1C (stereo not given)	-5%	-16%	-20%	4%	.	11%	0%	0%	.
Cc1cccc(C)c1NC(=O)[C@@]1(CC(=O)O)CC(/C=C/c2ccccc2)=NO1	-11%	-2%	15%[0.501 µM]	-20%	-4%	-17%	59%[activator]	7%	1%
CCCn1nc2cc(C(=O)NCc3ccccc3)ccc2c1OCC	11%	-14%	?	-13%	1%	30%[57.1 µM]	0%	-3%	0%
CN(C)Cc1ccccc1-c1nc(NCc2cccs2)c2ccccc2n1	.	.	20%[0.501 µM]	.	83%[activator]	.	-2%	-1%[60.1 µM]	.
CCc1ccccc1Nc1nn2c(=O)c3ccc(C(=O)NCc4ccc(C)cc4)cc3nc2s1	-13%	2%	-10%[59 µM]	10%	-12%	-17%	.	-1%	-2%
O=C(Nc1ccccn1)c1ccc(S(=O)(=O)N2CCCC2)cc1	-11%	-5%	4%	27%	.	-8%	-1%	3%	.
COC(=O)c1ccc(NC(=O)CN2C(=O)c3cccc4cccc2c34)cc1	-14%	6%	6%[59 µM]	19%	-5%	1%	.	-15%	3%
COC(=O)c1cc(OC)c(OC)cc1NCC(=O)Nc1ccc(OC)c(OC)c1	?	-22%	?	-6%	1%	-28%	1%	-7%	21%
c1ccc(OCc2nc(-c3ccncc3)no2)cc1	-4%	-3%	-3%	177%[activator]	2%	-10%	10%	-15%	-2%
Cc1cc(C)nc(NS(=O)(=O)c2ccccc2)n1	-1%	-7%	-1%	?	1%	8%	3%	-4%	9%
Cc1cccn2c(=O)c3cc(S(=O)(=O)c4ccccc4)c(=N)n(Cc4ccc(F)cc4)c3nc12	-18%	17%	-10%	15%	-1%	-13%	17%	3%	11%
O=c1c2sccc2nc(SCc2cc(=O)n3cc(Cl)ccc3n2)n1-c1ccc(F)cc1	-22%	-17%	-12%	22%	3%	2%	0%	-4%	0%[57.1 µM]
CCc1ccc(OCc2n[nH]c(=S)n2Cc2ccccc2)cc1	-9%	?	-26%	34%[activator]	-8%	-12%	13%	-11%	-14%

Pulled one by one from the entries so far:
SMILES	POLH inh	JMJD2A Tudor	G9a inh	POLI inh	BLM helicase inh	BAZ2B block	APE1 inh	POLK inh	POLB inh
CCCn1nc2cc(C(=O)NCc3ccccc3)ccc2c1OCC	11%	-14%	?	-13%	1%	30%[57.1 µM]	0%	-3%	0%
O=C(Nc1ccccn1)c1ccc(S(=O)(=O)N2CCCC2)cc1	-11%	-5%	4%	27%	.	-8%	-1%	3%	.
CCc1ccc(OCc2n[nH]c(=S)n2Cc2ccccc2)cc1	-9%	?	-26%	34%[activator]	-8%	-12%	13%	-11%	-14%
Cc1cccc(C)c1NC(=O)[C@@]1(CC(=O)O)CC(/C=C/c2ccccc2)=NO1	-11%	-2%	15%[0.501 µM]	-20%	-4%	-17%	59%[activator]	7%	1%
NS(=O)(=O)c1ccc(CNc2ncnc3sccc23)cc1	-20%	-3%	?	48%[activator]	-1%	3%	56%[activator]	-7%	33%
CN(C)Cc1ccccc1-c1nc(NCc2cccs2)c2ccccc2n1	.	.	20%[0.501 µM]	.	83%[activator]	.	-2%	-1%[60.1 µM]	.

Carrying on:
SMILES	POLH inh	JMJD2A Tudor	G9a inh	POLI inh	BLM helicase inh	BAZ2B block	APE1 inh	POLK inh	POLB inh
CCc1nnc(NC(=O)CCC(=O)N2CCN(Cc3ccc(C)cc3C)CC2)s1	-19%	-12%	-5%	13%	2%	-17%	61%[activator]	1%	1%
CSCCC(NC(N)=O)C(=O)Nc1cccc(C#N)c1 (stereo not given)	-20%	-14%	-27%	40%[activator]	-9%	-5%	?	-8%	-1%
CCOc1ccccc1C1NC(=O)c2ccccc2O1 (stereo not given)	-20%	-7%	1%	141%[activator]	-2%	11%	13%	-4%	-19%
O=C(c1ccc(CS(=O)Cc2ccc(Cl)cc2)o1)N1CCN(c2ccccc2F)CC1 (stereo not given)	-10%	-20%	-13%	27%	-6%	-24%	5%	4%	20%
C#Cc1ccc(CN2CCC(Oc3ccc(C(=O)NCc4ccccn4)cc3)CC2)cc1	?	-32%	.	28%	-5%	-24%	1%	-17%	11%
CCC(C)NS(=O)(=O)c1ccc(NC(=O)c2c(-c3ccccc3)noc2C)cc1 (stereo not given)	-21%	-15%	19%	-3%	-4%	-6%	-3%	-6%	8%
CCOc1cc(CNCCCN2CCOCC2)cc(Br)c1OCC(=O)Nc1cccc(C(F)(F)F)c1	-20%	-26%	?	32%[activator]	4%	-7%	5%	-18%	1%
Cc1[nH]c(C)c(S(=O)(=O)Nc2ccc(F)cc2Cl)c1C(=O)N1CCCC1	-20%	-6%	-8%	0%	-2%	-27%	53%[activator]	0%	-1%
Cc1ccc(C(=O)Nc2ccccc2C(=O)N2CCN(c3ccccc3)CC2)cc1	-2%	-34%	-11%	24%	-3%	4%	13%	-7%	?
Cc1ccc(NC2=NCC(=O)N2c2ccc3c(c2)OCCO3)c(C)c1	1%	-22%	?	?	-2%	-17%	10%	-8%	-12%
COc1ccc(C(O)(C2CCCCC2)C(CN2CCCC2)c2ccccc2)cc1 (stereo not given)	-19%	-24%	?	75%[activator]	-12%	-13%	7%	1%	0%
COc1cccc(COC(=O)c2nn(-c3ccccc3)nc2N)c1	5%&-19%	1%&22%	38%	0%&8%	-12%&-11%	61%[activator]	-11%	-10%&-1%	-10%&-11%
COc1cc(OC)c(NC(=O)CN(C)S(=O)(=O)c2ccc3c(c2)CCCC(=O)N3)cc1Cl	-6%	-18%	-29%[59 µM]	9%	-1%	7%[57.1 µM]	.	-9%	1%
COc1cccc(C2c3c(oc4cc(C)cc(C)c4c3=O)C(=O)N2CCc2ccc(OC)c(OC)c2)c1 (stereo not given)	.	1%	?	3%	-2%	0%	.	-6%	-16%
COC(=O)CCC(=O)Nc1c(C)n(C)n(-c2ccccc2)c1=O	3%	-15%	6%	22%	-1%	-5%	1%	-19%	-1%
Cc1nc(-c2cccc(S(=O)(=O)N3CC(C)CC(C)C3)c2)cs1 (stereo not given)	-24%	18%	-1%[59 µM]	-9%	-10%	10%	11%	-7%	1%
CC1CN(C(=O)CCC(=O)NCc2cccc(Cl)c2)c2ccccc2S1 (stereo not given)	.	-5%	-23%[59 µM]	5%	-5%	3%	.	-4%	-5%
Cc1ccc(-c2nnn(CC(=O)N(Cc3ccc(F)cc3)C(C(=O)NC3CCCC3)c3ccncc3)n2)o1 (stereo not given)	-14%	-15%	?	12%	5%	2%	13%	-14%	2%
NS(=O)(=O)c1cccc2cccnc12	-5%	-4%	0%[0.501 µM]	10%	0%	-38%	-1%	6%	29%
Cc1cc(C)c(C)c(S(=O)(=O)NCCCN2CCOCC2)c1C	-5%	-27%	0%	?	-8%	-17%	3%	-12%	-24%
CCOC(=O)[C@@H]1[C@H]2COc3ccccc3[C@@H]2N2C(=O)N(c3ccc(F)cc3)C(=O)[C@@]12C	-23%	-16%	16%	17%	-4%	-36%	10%	12%	29%
COc1ccccc1C(=O)N/C(=C/c1ccco1)C(=O)Nc1ccc(C(=O)O)cc1	18µM*	25µM*	?	?	3%	?	0%[12.4 µM]	50µM*	50µM*
COC(=O)C(NS(=O)(=O)c1ccccc1Br)C(C)C (stereo not given)	-8%	-6%&-14%	7%[59 µM]	?	1%&0%	5%	0%&-1%	0%&-21%	31%
CCOC(=O)c1c(C)oc(/N=C/c2ccccc2O)c1C#N	-11%	-20%	-3%[2.33 µM]	-1%	-3%	3%	-1%	-19%	15%
COc1cccc(NC(=O)CCc2c(C)nc3nc(CNC(=O)c4cccc(F)c4)nn3c2C)c1	9%&-9%	-16%&-12%	8%[0.0925 µM]	4%&-19%	0%&-6%	-7%&-9%	-8%	-1%&-24%	39%&2%
CCC(C)[C@H](NC(=O)[C@H](Cc1ccccc1)n1c(=O)[nH]c2ccccc2c1=O)C(=O)N1CCC(C(=O)O)CC1 (stereo not given in full)	-23%	-9%	7%	14%	1%	-23%	6%	17%	-2%
